KKLEB cytotox – reduces viability of KKLEB cystic fibrosis airway cells; KKLEB CF airway cells viability, ATPlite luminescence, overnight; hits give low values; cells stimulated with P. aeruginosa culture filtrate; activity change (cytotoxicity), % at 5 µM; hit rate 0.36% among 360,000; AID 602141;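 active means corrected activity change at or below -50% at 5 µM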
hiPSC survival – hiPSC single-cell survival enhancement; ATPlite luminescence; 100% = ROCK inhibitor wells, 0% = DMSO; survival enhancement, % at 20 µM; hit rate 0.044% among 360,000; in the data active means survival enhancement above about 18%;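 further: cells exposed to compounds for 16 hours before the ATP read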
NR2E3 ag-1 – human photoreceptor-specific nuclear receptor agonism; AID 602229; inhibition of corepressor binding, % at 3.98 µM; hit rate 0.35% among 360,000; Q9Y5X4; CHO-S Gal4-NCOR/VP16-NR2E3 two-hybrid, luciferase;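 active means inhibition above the mean of all tested compounds plus 3 SD, cut at about 70% in these data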;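 further: 0% = DMSO with NR2E3 transfected cells and 100% = cells lacking NR2E3 construct; higher means lower luciferase signal from less NR2E3 corepressor binding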
Target sequence (Q9Y5X4 whole entry, looked up, the tested form may be a part): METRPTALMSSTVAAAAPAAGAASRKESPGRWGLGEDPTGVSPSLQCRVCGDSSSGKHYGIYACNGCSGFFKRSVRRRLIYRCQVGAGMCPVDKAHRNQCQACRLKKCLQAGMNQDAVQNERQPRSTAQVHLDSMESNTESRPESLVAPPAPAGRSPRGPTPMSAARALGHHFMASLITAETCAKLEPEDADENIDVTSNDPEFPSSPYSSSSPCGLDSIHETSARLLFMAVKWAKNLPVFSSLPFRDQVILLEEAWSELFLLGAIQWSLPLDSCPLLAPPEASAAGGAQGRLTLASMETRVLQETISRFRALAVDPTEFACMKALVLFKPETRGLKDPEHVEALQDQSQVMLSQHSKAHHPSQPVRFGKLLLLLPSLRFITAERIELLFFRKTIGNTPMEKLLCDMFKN
aDG glyco up – alpha-DG glycosylation activation. Pro5-aDG cells, alpha-DG glycosylation AlphaScreen (IIH6); 0% Pro5, 100% B10-LARGE cell signal. activation, % at 10 µM. hit rate 0.22% among 360,000. AID 624168;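 active means activation of at least 8% versus controls, or a plate z-score of at least 8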;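 further: Pro5 are CHO cells carrying HIG-tagged alpha-DG that lacks glycosylation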
Shn3 inh set2 – inhibitors of Schnurri-3 3'UTR reporter in osteoblasts; Clone20 osteoblast Shn3 3'UTR firefly luciferase, 24 h; inhibition, % at 12.5 µM; hit rate 0.52% among 360,000; AID 588674;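 active means mean inhibition of at least 75% with every replicate also reaching 75%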;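 further: 0% = median of neutral control wells and 100% = pilot-screen positive control compound; some compounds past the cut are filed as inactive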
Peg3 promoter – reduces Peg3 promoter-driven luciferase expression in HeLa; HeLa PEG-Prom luciferase reporter, luminescence, overnight; hit rate 1.7% among 360,000; inhibition, % at 20 µM; AID 588405;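 active means inhibition of at least 50% at 20 µM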
HIF-2a inh – blocks HIF-2a reporter activity | 786-0 RCC cells HIF-2a reporter, luciferase luminescence, overnight | inhibition, % at 18.8 µM | hit rate 0.72% among 360,000;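 active means inhibition of the luminescence signal of 40% or more relative to plate controls, in a single-dose primary screen at 18.75 µM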
CF NFkB block – inhibitors of cystic fibrosis induced NF-kB | AID 588850 | inhibition, % at 5 µM | hit rate 0.86% among 360,000 | KKLEB NF-kB-GFP reporter, PAF-induced, GFP fluorescence overnight;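 active means at least 50% inhibition at 5 µM, scaled per plate between neutral and stimulator controls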;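 further: PAF is a Pseudomonas aeruginosa culture filtrate used as stimulus; plate controls were PAF-stimulated DMSO wells for no effect and unstimulated DMSO wells for full effect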
NR2E3 ag-2 – NR2E3 (human) agonism; Q9Y5X4; GST-NR2E3/biotin-RetCOR TR-FRET, 1536-well; inhibition of corepressor binding, % at 4.78 µM; hit rate 0.12% among 320,000; AID 2300;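 active means percent inhibition above the cutoff of mean plus 3 SD of all tested compounds, set per screening campaign, cut at about 20% in these data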;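 further: 0% = DMSO wells and 100% = biotin wells as full block of FRET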
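system = GST-tagged NR2E3 plus biotinylated RetCOR corepressor | input = 1.35 nM GST-NR2E3 | also added = 7 nM biotin-RetCOR | schedule = 5 h incubation at 4 °C | measured by = TR-FRET with europium anti-GST and streptavidin-D2, 340 nm excitation | read-out = percent loss of FRET ratio relative to control wells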
TRPM1 prom inh – MITF TRPM1 promoter inhibition in SK-MEL-5 cells; inhibition, % at 12.5 µM; SK-MEL-5 TRPM1 promoter luciferase, 24 h; hit rate 0.83% among 330,000;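 active means mean inhibition across replicates of 60% or more, whatever share of single replicates reaches that level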; further: values of inactives mirror those of a sister screen read the other way
TWEAK-Fn14 inh – inhibitors of TWEAK-Fn14 interaction signaling; TWEAK-stimulated Fn14 reporter cells, luciferase luminescence, 8 h; inhibition, % at 10 µM; AID 1159606; hit rate 2% among 360,000; in the data active means inhibition above about 50%
* marks the source's active call; other numbers are inactive results; · = no result given.

SMILES | KKLEB cytotox | hiPSC survival | NR2E3 ag-1 | aDG glyco up | Shn3 inh set2 | Peg3 promoter | HIF-2a inh | CF NFkB block | NR2E3 ag-2 | TRPM1 prom inh | TWEAK-Fn14 inh
Cn1c(N)c(C(=O)COC(=O)/C=C/c2ccc(F)cc2)c(=O)n(C)c1=O | -1 | -0.8 | -2 | 0.2 | -9 | -21 | -1 | -16 | 1 | -19 | 6
Cc1cccc(Cc2nnc(CCC(=O)NCc3cn4ccccc4n3)o2)c1 | 10 | -0.9 | -2 | -0.1 | -2 | -2 | 6 | -16 | 0 | -4 | 6
CCOC(=O)c1cccc(NC(=O)CCNS(=O)(=O)c2cccc3nonc23)c1 | 4 | 0.3 | -14 | 0.0 | 15 | 3 | 6 | -4 | 4 | 4 | 13
Cc1ccc(-c2ccc(=O)n(CC(=O)NCCCN3CCCCC3C)n2)cc1 (stereo not drawn) | 0 | 0.0 | -13 | -0.1 | 15 | 0 | 4 | 7 | 0 | 14 | -3
O=C(C1CC1)N1CCCC(c2ccc(Cl)cc2)=N1 | -31 | -1.2 | -4 | -0.1 | 0 | 6 | 8 | 2 | -1 | -2 | 1
CCOC(=O)CC1=NN(c2ccccc2)C(=O)/C1=C\c1ccc(N(C)C)cc1 | 10 | -1.6 | 9 | -0.2 | -3 | 12 | 9 | -22 | 2 | -4 | -4
Cc1ccc(Cl)cc1NC(=O)c1ccc(NC(=O)CCC(=O)O)cc1 | 4 | -0.1 | -2 | -0.2 | -7 | 0 | 15 | 6 | 3 | -6 | 3
Cc1cccc(N(CC(=O)N2CCCC2)S(C)(=O)=O)c1 | 4 | -0.1 | -7 | -0.1 | 5 | 12 | 18 | -3 | 1 | 2 | 7
Cn1c(SCc2cccc(F)c2)nnc1-c1ccncc1 | 0 | 0.1 | 14 | 0.1 | -17 | 1 | -4 | -8 | -3 | -19 | 11
COc1ccc(Cl)cc1NC(=O)CN(C)C(=O)c1cc(-c2ccncc2)nc2ccccc12 | -36 | 1.1 | 8 | -0.7 | 6 | 42 | 6 | 61* | 5 | 8 | 7
COc1ccc(/C=C2\SC(=O)N(CC(=O)Nc3ccccc3O)C2=O)cc1OC | 1 | 0.0 | -11 | 0.1 | 12 | 0 | 5 | -5 | · | 0 | 10
CCOC(=O)C1CCN(C(=O)c2cccc(NC(=O)C(CC)CC)c2)CC1 | -1 | -0.7 | -7 | 0.0 | -11 | 2 | 3 | -1 | 0 | -1 | 7
COc1cccc(C2C(C(=O)Nc3nc4ccccc4s3)=C(C)NC3=C2C(=O)CC(C)(C)C3)c1OC (stereo not drawn) | 4 | 2.4 | 0 | 0.4 | 29 | 29 | 21 | 14 | 1 | 12 | 8
Cc1ccc(NC(=O)CN2C(=O)NC3(CCCCCCC3)C2=O)cc1C | -7 | 0.4 | -3 | 0.1 | 12 | 4 | -5 | -13 | 5 | -33 | -10
CC1CCN(Cc2nc3c(c(=O)n(C)c(=O)n3C)n2CCCc2ccccc2)CC1 | 0 | -0.4 | -2 | -0.1 | 7 | 23 | 8 | -2 | -1 | -9 | -30
COc1ccc(CCC(=O)Nc2ccc(S(=O)(=O)N3CCOCC3)cc2)cc1OC | 3 | -1.4 | 16 | 0.1 | 32 | 15 | 14 | -33 | · | · | 16
O=C(Nc1cccc(NC(=O)c2cccs2)c1)c1cccnc1 | 10 | 0.6 | -24 | 0.0 | 5 | -15 | -1 | -2 | 2 | 12 | 15
CC(=O)c1ccc(OCC(=O)N(C)C2CCS(=O)(=O)C2)cc1 (stereo not drawn) | -10 | -0.4 | 25 | -0.4 | -5 | -9 | 3 | 18 | · | · | 0
CCN(c1ccc(NC(=O)COC(=O)/C=C/c2cccs2)cc1)C(C)C | -11 | 1.0 | 3 | -0.3 | 8 | 2 | -7 | 14 | -1 | -3 | 12
Cc1nn(C(C)C(=O)N2CCOCC2)c(=O)c2nn(-c3ccccc3)c(C)c12 (stereo not drawn) | 2 | -0.4 | 6 | -0.3 | 2 | 13 | 8 | 2 | -9 | -4 | 1
CCCNC(=O)C(Cc1ccc(C(F)(F)F)cc1)NC(=O)c1ccc2ccccc2n1 (stereo not drawn) | -6 | -1.4 | -5 | 0.5 | -9 | 13 | 5 | 6 | -1 | -11 | -13
CN(C)Cc1cn(CCC(=O)O)c2ccccc12 | -5 | 4.4 | -16 | -0.4 | 3 | -5 | 2 | 1 | 1 | 8 | 6
O=S(=O)(NC1CCCC1)c1ccc(S(=O)(=O)N2CCc3ccccc32)cc1 | 5 | -0.2 | 55 | 2.6 | 76 | 28 | -5 | 16 | 1 | 11 | 37
CN(C)C(=S)Nc1ccc2ccccc2c1 | 3 | -1.8 | -11 | 0.0 | -8 | -5 | -23 | 10 | -2 | 5 | 9
COc1ccc(Cl)cc1C(=O)Nc1ccc(N(C)C(C)=O)cc1 | 6 | 1.3 | -16 | -0.3 | -34 | -43 | -94 | -24 | -1 | -8 | -1
Nc1nc(SCc2c(F)cccc2Cl)[nH]c(=O)c1-c1ccccc1 | -1 | 0.4 | 16 | 0.4 | 9 | -16 | -33 | 16 | 2 | -8 | 8
CCCCCc1c(C)c(C#N)c2nc3ccccc3n2c1-n1ccnc1C | -24 | -2.1 | 8 | 0.4 | -5 | 9 | 21 | 14 | 2 | 8 | 8
Cc1nc(NC(=O)c2cnccn2)ccc1Br | 2 | -0.2 | -89 | 0.0 | -76 | -240 | -219 | 9 | · | -4 | 8
Cc1ccc(S(=O)(=O)N(C)C)cc1-n1c(SCC(=O)Nc2ccc(F)c(F)c2F)nc2ccccc2c1=O | 0 | -0.6 | -17 | -0.6 | 25 | 27 | 26 | 3 | 5 | -3 | 20
Cn1c(=O)[nH]c(=O)c2c1nc1n2CC(O)CN1c1ccccc1 (stereo not drawn) | 0 | -0.2 | -8 | -0.1 | -7 | -6 | 2 | -5 | 1 | -12 | -13
CC(=O)Nc1ccc(Oc2cc(C#N)c(C#N)cc2N2CCCCCC2)cc1 | 8 | 5.9 | -23 | -0.1 | 30 | 5 | 25 | 4 | -3 | 12 | 16
COc1cc(OC)nc(C(NC(=O)C2CCN(Cc3ccc(Oc4ccccc4)cc3)CC2)c2ccccc2C)n1 (stereo not drawn) | -16 | 2.6 | 29 | 0.2 | 7 | 10 | 11 | 9 | · | · | 0
COc1ccc(C(C[N+](=O)[O-])c2c(C)[nH]c3ccccc23)cc1OC (stereo not drawn) | -3 | -1.2 | 13 | 0.0 | 17 | 13 | -30 | 24 | 3 | 15 | -3
Cc1sc2nc(SCCN(C)C)n(-c3ccccc3)c(=O)c2c1-c1ccc(F)cc1 | 6 | 0.4 | -10 | 0.7 | -17 | 26 | 21 | 5 | 2 | -6 | -12
COc1cccc(C(=O)Nc2ccc3c(c2)OCO3)c1OC | -1 | 0.2 | -122 | -0.1 | -75 | -271 | -234 | -4 | 0 | -89 | 8
COc1ccc(C2=NOC3(CC(=O)N(c4ccc(F)cc4)C3=O)C2)cc1 (stereo not drawn) | 9 | 0.3 | 15 | -0.2 | 0 | -5 | 11 | 7 | 2 | 13 | 1
CC(=O)N1CCc2cc(S(=O)(=O)N3CC(C)CC(C)C3)ccc21 (stereo not drawn) | -7 | -0.5 | 5 | 0.0 | -7 | 14 | 13 | 22 | -3 | 5 | 8
CCOc1ccccc1C(=O)N[C@H](C(=O)OCc1cc(=O)oc2cc(C)ccc12)C(C)C | -18 | -0.5 | 8 | 2.3 | 12 | 10 | -7 | 18 | 4 | -21 | -8
O=C(CCn1c(=S)[nH]c2ccccc2c1=O)Nc1cccc(Cl)c1 | 0 | 0.1 | -18 | 0.0 | 30 | -1 | 2 | -12 | 2 | 5 | -21
Cc1ccc(CNC(=O)c2nn(C)c3c2CS(=O)(=O)c2ccccc2-3)cc1 | 15 | 0.3 | -36 | 0.3 | 12 | -8 | 7 | -22 | 5 | 6 | -30
COc1ccc(-c2coc3c(C(=O)NCCN(C)C)cccc23)c(C)c1 | 3 | -0.8 | -29 | 1.7 | 27 | 28 | 3 | -5 | · | · | 2
Cc1nc(N2CCC(C)CC2)c2nnn(Cc3ccccc3)c2n1 | -13 | 5.4 | -17 | 0.6 | 0 | -21 | -38 | -3 | 0 | -3 | 10
COc1cc(C2Oc3ccccc3C=C2[N+](=O)[O-])cc(OC)c1OC (stereo not drawn) | -14 | -0.3 | -14 | -0.1 | 3 | 52* | 32 | -29 | · | · | -14
COCC1CCN(C(=O)c2cc(COc3ccc(OC)c4ccccc34)on2)C1 (stereo not drawn) | 5 | -0.3 | -99 | -0.1 | -82 | -206 | -214 | -4 | 3 | -42 | -23
N#Cc1nc(Cc2cccc3ccccc23)oc1NCc1ccco1 | 10 | 1.0 | 3 | 0.2 | 21 | 3 | 16 | 0 | -2 | -4 | 25
CCN1CCN(C(=O)C2CCC(CNS(=O)(=O)c3ccc(NC(C)=O)cc3)CC2)CC1 (stereo not drawn) | 5 | 2.8 | 3 | 0.0 | -6 | -8 | 14 | -2 | 0 | 5 | 3
O=c1oc2ccccc2c(NC(c2ccccc2)c2ccccc2)c1[N+](=O)[O-] | 0 | 0.9 | -8 | -0.1 | 14 | 35 | 10 | 9 | 3 | -8 | -4
CC(C)(C)[C@H]1C=C(C(N)=O)O[C@@H](OCc2ccc(CO)cc2)C1 | -5 | -1.9 | -6 | 0.2 | -6 | -24 | -30 | 4 | 0 | -11 | -3
Cc1cc2cc(CNC(=O)CCC(=O)O)ccc2[nH]1 | 10 | -0.2 | -4 | -0.2 | -11 | 18 | 24 | 16 | 2 | 4 | -9
Cc1ccccc1NC(=O)c1nn(C)c2c1CS(=O)(=O)c1ccccc1-2 | 2 | 0.8 | -10 | -0.3 | 4 | 11 | 6 | -1 | -1 | 2 | -9
CN(C)CC(=O)Nc1cc(C(F)(F)F)ccc1Cl | 0 | 0.3 | 17 | -0.2 | 6 | -7 | 24 | -10 | 1 | -5 | 12
CCOc1ccccc1/C=N/NC(=O)CNC(=O)COc1ccccc1 | 17 | 3.7 | -4 | 0.1 | 2 | 4 | 1 | 7 | 4 | 7 | 3
CSC[C@H](NC(=O)COc1cc2c(c3oc(=O)c(C)c(C)c13)CCC(C)(C)O2)C(=O)O | 2 | -0.5 | -3 | -0.1 | -12 | 10 | 14 | 17 | 3 | -19 | 0

Whole records as entered above.
CSC[C@H](NC(=O)COc1cc2c(c3oc(=O)c(C)c(C)c13)CCC(C)(C)O2)C(=O)O is entered as KKLEB cytotox: 2; hiPSC survival: -0.5; NR2E3 ag-1: -3; aDG glyco up: -0.1; Shn3 inh set2: -12; Peg3 promoter: 10; HIF-2a inh: 14; CF NFkB block: 17; NR2E3 ag-2: 3; TRPM1 prom inh: -19; TWEAK-Fn14 inh: 0
CN(C)CC(=O)Nc1cc(C(F)(F)F)ccc1Cl is entered as KKLEB cytotox: 0; hiPSC survival: 0.3; NR2E3 ag-1: 17; aDG glyco up: -0.2; Shn3 inh set2: 6; Peg3 promoter: -7; HIF-2a inh: 24; CF NFkB block: -10; NR2E3 ag-2: 1; TRPM1 prom inh: -5; TWEAK-Fn14 inh: 12

Source: PubChem
